Screening results from PubChem BioAssay.
CDK5 p35 inh – blocks human CDK5/p35 kinase activity. actives 0.01% (n = 330,000). inhibition, % at 10 µM. Q00535+Q15078. Recombinant CDK5/p35, ADP-Glo luminescence, 60 min;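 active = highest replicate inhibition of at least 50% and at least 75% of replicates reaching 50%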;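 also: plate controls were DMSO neutral control for no effect and GW8510 at 10 µM for full effect; many of its hits are not listed in these tables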
Target sequence (Q00535 whole entry, looked up): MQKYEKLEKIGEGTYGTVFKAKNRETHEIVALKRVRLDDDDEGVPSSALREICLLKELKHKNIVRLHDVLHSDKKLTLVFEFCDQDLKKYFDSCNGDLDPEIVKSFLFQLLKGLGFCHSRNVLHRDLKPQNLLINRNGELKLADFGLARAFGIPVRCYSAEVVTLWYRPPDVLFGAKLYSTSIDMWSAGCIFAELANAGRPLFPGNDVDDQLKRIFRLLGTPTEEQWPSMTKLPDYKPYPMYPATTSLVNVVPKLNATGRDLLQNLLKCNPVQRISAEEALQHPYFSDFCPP
Target sequence (Q15078 whole entry, looked up): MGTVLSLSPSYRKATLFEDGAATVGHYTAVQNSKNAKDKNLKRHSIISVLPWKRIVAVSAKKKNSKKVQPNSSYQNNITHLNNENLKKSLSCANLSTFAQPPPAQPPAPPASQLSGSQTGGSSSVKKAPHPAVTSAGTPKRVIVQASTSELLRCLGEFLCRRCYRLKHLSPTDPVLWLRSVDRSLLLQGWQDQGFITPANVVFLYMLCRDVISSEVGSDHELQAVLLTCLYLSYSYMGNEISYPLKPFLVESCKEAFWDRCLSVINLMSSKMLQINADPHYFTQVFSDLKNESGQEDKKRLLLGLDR
Wnt bcat act – activators of Wnt/beta-catenin signaling. AID 743398. actives 1.2% (n = 300,000). activation, % at 9.35 µM. Wnt/beta-catenin reporter cell assay, activator, plate reader; in the data active = activation above about 30%, passing the limit was not always enough;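 also: 0% = neutral control wells and 100% = positive control wells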
CAL PDZ FP-1 – blocks peptide binding to the human CAL PDZ domain | Q9HD26 | purified CAL PDZ, TMR-peptide fluorescence polarization, 1 h | inhibition, % at 24.9 µM | actives 0.92% (n = 300,000) | AID 602252;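 active = mean inhibition of at least 30% with at least half of replicates also reaching 30%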;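 also: 0% = DMSO neutral control and 100% = excess unlabeled competitor peptide PRC23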
dFosB act – activators of mouse delta FosB homodimer; P13346; purified delta FosB, TAMRA-CDK5 oligo fluorescence polarization; percent of positive-control signal above neutral wells; activation, % at 25 µM; actives 0.99% (n = 340,000); AID 493131;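 active = mean activation above about 17%, with every replicate also reaching it, limit read from the data, passing the limit was not always enough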;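 also: fluorescence polarization rise as delta FosB binds a TAMRA Cdk5 AP-1 oligo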
Tat export inh – inhibitors of E. coli Tat protein transport | E. coli MC4100 TorA-mCherry Tat export, fluorescence | inhibition, % at 10 µM | actives 0.036% (n = 340,000);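 active = mean replicate inhibition at least 50% and at least half of replicates individually reaching 50%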;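 also: exported cargo escapes ClpAP degradation while cytoplasmic cargo is degraded and loses fluorescence; 0% = median of neutral control wells and 100% = median of NaSCN control wells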
cardiac RTF act – increases calcium sensitivity of human cardiac regulated thin filaments | P19429+P45379 | IANBD-labeled TnC RTF fluorescence at EC20 calcium; 0% EC20 calcium, 100% full calcium | activation, % at 7.2 µM | actives 0.24% (n = 340,000) | AID 493008;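 active = activation above the mean over all tested compounds plus 3 SD, cut at about 30% in these data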;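 also: rise in fluorescence read as greater calcium sensitivity of cardiac thin filaments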
Rtt109 Vps75 – inhibitors of Candida albicans Rtt109/Vps75 histone acetyltransferase; Q5AAJ8; inhibition, % at 34.9 µM; purified Rtt109/Vps75, ThioGlo CoA-SH fluorescence, 4 h; actives 0.16% (n = 330,000);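 active = inhibition of at least 50% in every replicate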
Target sequence (Q5AAJ8 whole entry, looked up): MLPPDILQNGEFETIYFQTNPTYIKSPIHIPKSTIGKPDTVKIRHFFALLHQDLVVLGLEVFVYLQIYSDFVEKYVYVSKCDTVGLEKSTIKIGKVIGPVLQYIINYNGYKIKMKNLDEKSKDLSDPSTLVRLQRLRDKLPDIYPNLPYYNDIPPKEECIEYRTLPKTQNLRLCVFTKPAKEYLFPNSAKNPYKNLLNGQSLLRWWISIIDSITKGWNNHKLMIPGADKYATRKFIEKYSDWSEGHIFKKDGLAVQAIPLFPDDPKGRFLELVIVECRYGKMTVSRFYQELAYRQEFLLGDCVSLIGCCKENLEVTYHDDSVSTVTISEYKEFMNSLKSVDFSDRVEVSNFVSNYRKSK
MITF act – increases MITF-driven TRPM1 promoter luciferase signal; actives 0.75% (n = 300,000); SK-MEL-5 TRPM1-promoter luciferase, 24 h; % of positive control, neutral wells = 0; activation, % at 12.5 µM; AID 588334;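 active = mean activation of at least 80% with every replicate also reaching 80%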;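 also: 0% = neutral control wells and 100% = parthenolide positive control wells; values of inactives mirror those of a sister screen read the other way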
CAL PDZ FP-2 – blocks peptide binding to human CAL PDZ domain. Q9HD26. purified CAL PDZ, TMR-peptide fluorescence polarization, 1 h. inhibition, % at 20 µM. actives 0.02% (n = 330,000). AID 504414;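 active = highest replicate inhibition of at least 40%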;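 also: plate controls were DMSO neutral control wells for no effect and unlabeled competitor peptide control wells for full effect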
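Assay system – tagged CAL PDZ protein CerCALP, purified · Timing – 1 h at RT · Compound – single point, 20 µM · Measured by – fluorescence polarization from S- and P-plane intensities, G-factor corrected · Evaluation – inhibition from polarization loss · Probe or stimulus – TMR reporter peptide T*-PRC34 · Buffer or medium – pH 7.4 phosphate-saline buffer, reducing agent, detergent, IgG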
V-ATPase pHluor – yeast V-ATPase proton transport regulation by pHLuorin; actives 0.37% (n = 350,000); S. cerevisiae, pHLuorin cytosolic pH fluorescence; response, % at 10 µM; in the data active = response mostly above about 7.3%, no sharp cut-off; inactive = mostly below about 5.4%; also: actives read high; inactives centre near 0; some compounds called inactive have numbers as strong as hits; reference of the scale not given here
Numbers without * were called inactive.

Screening O=C(CSc1n[nH]c(=O)[nH]c1=O)c1ccccc1[N+](=O)[O-] returned CDK5 p35 inh -2.0, Wnt bcat act 0, CAL PDZ FP-1 1, dFosB act -7, Tat export inh 6, cardiac RTF act -3, Rtt109 Vps75 -6, MITF act -13, CAL PDZ FP-2 -2.2 and V-ATPase pHluor 5.
`Clc1ccc(Oc2nc3ccccc3n3cccc23)cc1` gave CDK5 p35 inh -0.1, CAL PDZ FP-1 -3, dFosB act -1, Tat export inh -1, cardiac RTF act -2, Rtt109 Vps75 7, MITF act -19 and V-ATPase pHluor -2.
`COc1ccc(NC(=O)CSc2ncnc3c2cnn3Cc2ccccc2)cc1` gave CDK5 p35 inh -3.2, CAL PDZ FP-1 0, dFosB act 5, Tat export inh -2, cardiac RTF act -1, Rtt109 Vps75 -5, CAL PDZ FP-2 1.7 and V-ATPase pHluor 1.
`Cc1cc(C)c(Nc2cc(S(=O)(=O)O)c(N)c3c2C(=O)c2ccccc2C3=O)c(C)c1` gave CDK5 p35 inh 4.4, Wnt bcat act -7, CAL PDZ FP-1 1, dFosB act -21, Tat export inh 2, cardiac RTF act -11, Rtt109 Vps75 -12, MITF act -25, CAL PDZ FP-2 3.0 and V-ATPase pHluor -2.
For O=C(CCCSc1nc(-c2ccco2)cc(C(F)(F)F)n1)NCC1CCCO1 (stereo unspecified) the results were CDK5 p35 inh 3.3, Wnt bcat act 0, CAL PDZ FP-1 -5, dFosB act 5, Tat export inh -7, cardiac RTF act -2, Rtt109 Vps75 -3, MITF act -10, CAL PDZ FP-2 -0.4 and V-ATPase pHluor -3.
Screening O=C(c1cccc2ccccc12)N1CCN(c2ccc([N+](=O)[O-])c(NCc3ccco3)c2)CC1 returned CDK5 p35 inh -0.7, Wnt bcat act -7, CAL PDZ FP-1 -3, dFosB act 0, Tat export inh -20, cardiac RTF act 1, Rtt109 Vps75 0, MITF act -14, CAL PDZ FP-2 0.1 and V-ATPase pHluor 0.
`NC(=O)Cc1ccc(C(=O)CSc2nnc(-c3ccncc3)n2C2CC2)s1` gave CDK5 p35 inh 0.9, Wnt bcat act -2, CAL PDZ FP-1 -1, dFosB act -11, Tat export inh 0, cardiac RTF act -2, Rtt109 Vps75 -4, MITF act 1, CAL PDZ FP-2 1.0 and V-ATPase pHluor -3.
COc1cccc(OC)c1C(=O)Nc1ccccc1C(=O)N1CCOCC1 was read as CDK5 p35 inh 1.6, CAL PDZ FP-1 -1, dFosB act -6, Tat export inh 4, cardiac RTF act -4, Rtt109 Vps75 0, MITF act -4, CAL PDZ FP-2 -4.7 and V-ATPase pHluor -2.
`CCOc1ccc(C(=O)OCC(=O)NCCNC(=O)COC(=O)c2ccc(OCC)cc2)cc1` gave CDK5 p35 inh 1.6, Wnt bcat act 0, CAL PDZ FP-1 -1, dFosB act 3, Tat export inh 19, cardiac RTF act -5, Rtt109 Vps75 -1, MITF act 5, CAL PDZ FP-2 1.6 and V-ATPase pHluor 9.
Screening CC(C)(C)C1CCC(=NNS(=O)(=O)c2ccc(Br)cc2)CC1 (stereo unspecified) returned CDK5 p35 inh -1.3, Wnt bcat act -7, dFosB act -6, Tat export inh 3, cardiac RTF act 3, Rtt109 Vps75 -5, CAL PDZ FP-2 0.6 and V-ATPase pHluor 0.
For COc1ccccc1C(=O)N1CCN(C(=O)c2ccncc2)CC1 the results were CDK5 p35 inh 3.0, Wnt bcat act -1, CAL PDZ FP-1 -5, dFosB act -1, Tat export inh -3, cardiac RTF act 3, Rtt109 Vps75 -1, MITF act 7, CAL PDZ FP-2 1.1 and V-ATPase pHluor 0.
For COC(=O)c1cccc(Cn2c(Cl)c(/C=N/Nc3ccccc3C)sc2=O)c1 the results were CDK5 p35 inh 1.0, Wnt bcat act -2, CAL PDZ FP-1 -2, dFosB act -9, Tat export inh -12, cardiac RTF act 3, Rtt109 Vps75 1, MITF act 11, CAL PDZ FP-2 -0.4 and V-ATPase pHluor 2.
N#CC(c1ccc(Cl)cc1)c1nc2ccccc2nc1C(F)(F)F (stereo unspecified) was read as CDK5 p35 inh -0.2, dFosB act 4, Tat export inh 22, cardiac RTF act -4, Rtt109 Vps75 1, MITF act 4, CAL PDZ FP-2 1.3 and V-ATPase pHluor 0.
Screening O=C(CCS(=O)(=O)c1cccc2nonc12)NC1CCCCCC1 returned CDK5 p35 inh 0.7, Wnt bcat act 0, CAL PDZ FP-1 -6, dFosB act 1, Tat export inh -1, cardiac RTF act -6, Rtt109 Vps75 2, MITF act 3, CAL PDZ FP-2 -1.1 and V-ATPase pHluor 0.
Screening O=C(C1=C[C@H](c2ccc3c(c2)OCO3)C[C@H](OCCCCO)O1)N1CCN(Cc2ccccc2)CC1 returned CDK5 p35 inh -3.5, Wnt bcat act -3, CAL PDZ FP-1 0, dFosB act -5, Tat export inh 5, cardiac RTF act 13, Rtt109 Vps75 9, MITF act -3, CAL PDZ FP-2 -7.0 and V-ATPase pHluor 2.
`CCC(CC)c1nnc(NC(=O)C2CSC3(C)CCC(=O)N23)s1` (stereo unspecified) gave CDK5 p35 inh 1.4, Wnt bcat act -2, CAL PDZ FP-1 -2, dFosB act -5, Tat export inh -4, cardiac RTF act -8, Rtt109 Vps75 -2, MITF act -2, CAL PDZ FP-2 1.5 and V-ATPase pHluor 3.
For COC(=O)c1sccc1NC(=O)CSCCc1ccncc1 the results were CDK5 p35 inh 0.7, Wnt bcat act 0, CAL PDZ FP-1 3, dFosB act -3, Tat export inh -9, cardiac RTF act 4, Rtt109 Vps75 3, MITF act -12, CAL PDZ FP-2 -0.2 and V-ATPase pHluor -1.
Screening N/C(COc1ccc(Cl)cc1Cl)=N\NS(=O)(=O)c1ccccc1 returned CDK5 p35 inh -0.7, Wnt bcat act 21, CAL PDZ FP-1 -3, dFosB act -7, Tat export inh 4, cardiac RTF act -2, Rtt109 Vps75 0, CAL PDZ FP-2 -3.7 and V-ATPase pHluor 0.
`COc1ccc(C(=O)NCCNc2nc3c(C)cccc3cc2C#N)cc1` gave CDK5 p35 inh 0.0, Wnt bcat act 1, CAL PDZ FP-1 -8, dFosB act -4, Tat export inh 5, cardiac RTF act 1, Rtt109 Vps75 0, CAL PDZ FP-2 -1.1 and V-ATPase pHluor -4.
`O=C(CCc1nc2ccccc2s1)NCc1ccccc1F` gave CDK5 p35 inh 1.5, Wnt bcat act 2, dFosB act -5, Tat export inh -2, cardiac RTF act 6, Rtt109 Vps75 -1, MITF act 2, CAL PDZ FP-2 0.4 and V-ATPase pHluor -3.
For CCc1cc2ccc(C)c(C)c2nc1SCC(=O)Nc1cc(C)on1 the results were CDK5 p35 inh 1.2, Wnt bcat act 0, CAL PDZ FP-1 -10, dFosB act 4, Tat export inh 2, cardiac RTF act 6, Rtt109 Vps75 16, MITF act 17, CAL PDZ FP-2 -4.2 and V-ATPase pHluor -3.
`S=C(NCc1ccccc1)N1CCc2ccccc2C1` gave CDK5 p35 inh -0.6, Wnt bcat act -1, CAL PDZ FP-1 -3, dFosB act -8, Tat export inh 4, cardiac RTF act 3, Rtt109 Vps75 1, MITF act -4, CAL PDZ FP-2 0.4 and V-ATPase pHluor 3.
`CC(=O)C1=C(Nc2ccccc2)CC(C)(O)C(C(C)=O)C1c1ccccc1` (stereo unspecified) gave CDK5 p35 inh -0.2, Wnt bcat act 1, dFosB act -6, Tat export inh -4, cardiac RTF act -2, Rtt109 Vps75 -21, MITF act -1, CAL PDZ FP-2 -1.2 and V-ATPase pHluor 4.
Screening CN(N=Nc1cccc([N+](=O)[O-])c1)c1cccc([N+](=O)[O-])c1 returned CDK5 p35 inh -0.7, Wnt bcat act 19, CAL PDZ FP-1 -1, dFosB act -10, Tat export inh 1, cardiac RTF act -1, Rtt109 Vps75 4, MITF act 39, CAL PDZ FP-2 -0.1 and V-ATPase pHluor 0.
CN(Cc1nc(-c2cccs2)no1)CC1COCCO1 (stereo unspecified) was read as CDK5 p35 inh -0.6, Wnt bcat act 20, CAL PDZ FP-1 0, dFosB act 5, Tat export inh -12, cardiac RTF act 1, MITF act 21, CAL PDZ FP-2 -3.1 and V-ATPase pHluor -8.
`COc1ccc(CN2CCNC(=O)C2CC(=O)NCCCn2cccn2)cc1C` (stereo unspecified) gave CDK5 p35 inh 1.0, Wnt bcat act 0, CAL PDZ FP-1 -3, dFosB act -6, Tat export inh -1, cardiac RTF act -2, Rtt109 Vps75 6, MITF act 9, CAL PDZ FP-2 -1.5 and V-ATPase pHluor -4.
Screening COc1cc(NC(=O)c2ccno2)cc(C(=O)Nc2cccc(C(F)(F)F)c2)c1 returned CDK5 p35 inh -1.4, Wnt bcat act -6, CAL PDZ FP-1 -4, dFosB act -4, Tat export inh 1, cardiac RTF act -7, Rtt109 Vps75 4, MITF act -2, CAL PDZ FP-2 -2.3 and V-ATPase pHluor 1.
`O=C(CSc1nc2ccccc2c(=O)[nH]1)Nc1ccc(C(=O)O)cc1` gave CDK5 p35 inh 0.4, Wnt bcat act 0, CAL PDZ FP-1 1, dFosB act -6, Tat export inh -1, cardiac RTF act 0, Rtt109 Vps75 2, MITF act -10, CAL PDZ FP-2 0.0 and V-ATPase pHluor 3.
Screening CN1CCN(CC(O)COC(c2ccccc2)c2ccccc2)CC1 (stereo unspecified) returned CDK5 p35 inh -1.2, Wnt bcat act 0, CAL PDZ FP-1 4, dFosB act -6, Tat export inh 3, Rtt109 Vps75 -1, MITF act 18, CAL PDZ FP-2 -0.5 and V-ATPase pHluor -6.
For O=C(CN1C(=O)c2ccccc2S1(=O)=O)NCCc1ccccc1 the results were CDK5 p35 inh 1.9, Wnt bcat act -1, CAL PDZ FP-1 1, dFosB act -1, Tat export inh -4, cardiac RTF act -4, Rtt109 Vps75 3, MITF act -4, CAL PDZ FP-2 -3.0 and V-ATPase pHluor -5.
Cc1ccc(NC(=O)CSc2ccc3nnc(CCNC(=O)c4ccccc4)n3n2)c(C)c1 was read as CDK5 p35 inh 0.5, Wnt bcat act -6, CAL PDZ FP-1 -1, dFosB act -2, Tat export inh 8, cardiac RTF act 12, Rtt109 Vps75 -3, MITF act 3, CAL PDZ FP-2 -2.7 and V-ATPase pHluor 1.
O=C(OCC(=O)N1CCN(c2ccccc2)CC1)c1ccco1 was read as CDK5 p35 inh 1.2, CAL PDZ FP-1 -1, dFosB act -4, Tat export inh 3, cardiac RTF act -2, Rtt109 Vps75 2, MITF act -6, CAL PDZ FP-2 -1.5 and V-ATPase pHluor 4.
COc1ccc(S(=O)(=O)Nc2c(C)nc3nc(C)[nH]n3c2=O)cc1 was read as CDK5 p35 inh 2.2, Wnt bcat act 1, CAL PDZ FP-1 -3, dFosB act -10, Tat export inh -3, cardiac RTF act 0, Rtt109 Vps75 8, MITF act -2, CAL PDZ FP-2 -1.4 and V-ATPase pHluor -3.
`Cc1cccc(OCCC(=O)N(C)CC(=O)Nc2cccc3ccccc23)c1` gave CDK5 p35 inh -3.1, Wnt bcat act 1, CAL PDZ FP-1 4, dFosB act -16, Tat export inh 2, cardiac RTF act -2, Rtt109 Vps75 3, MITF act 2, CAL PDZ FP-2 -0.4 and V-ATPase pHluor 1.

Outcome played no part in choosing rows. About 4.1% of those tested had a hit in this group.
